Bioassay records from PubChem.
mcGAS lum = cyclic GMP-AMP synthase inhibitors, mouse, primary biochemical chemiluminescence | inhibition, % at 12.5 µM | actives 0.15% (n = 160,000) | recombinant cGAS, Kinase-Glo ATP depletion luminescence | AID 1259399, 2018;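 note: 0% = negative control wells and 100% = reference inhibitor with no enzyme activity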
NPYLR7 agonist = agonists of mosquito NPYLR7 receptor, primary screen, cell-based, Aedes aegypti, calcium fluorescence, mosquito biting behavior; actives 0.15% (n = 270,000); Aedes aegypti neuropeptide Y-like receptor 7 (NPYLR7); activation, % at 10 µM; HEK293T NPYLR7/Galpha15, GCaMP6s calcium fluorescence; in the data active = activation above about 40%;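 note: 0% = vehicle and 100% = reference agonist at the receptor; some compounds past the cut are filed as inactive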
hcGAS lum = Primary biochemical luminescence assay for human cyclic GMP-AMP synthase inhibitors | recombinant h-cGAS, ATP depletion, Kinase-Glo luminescence | inhibition, % at 12.5 µM | actives 0.081% (n = 290,000) | AID 1259398, 2018 | Q8N884;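 note: 0% = vehicle reaction and 100% = reaction without DNA for no activity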
Target sequence (Q8N884 whole entry, looked up): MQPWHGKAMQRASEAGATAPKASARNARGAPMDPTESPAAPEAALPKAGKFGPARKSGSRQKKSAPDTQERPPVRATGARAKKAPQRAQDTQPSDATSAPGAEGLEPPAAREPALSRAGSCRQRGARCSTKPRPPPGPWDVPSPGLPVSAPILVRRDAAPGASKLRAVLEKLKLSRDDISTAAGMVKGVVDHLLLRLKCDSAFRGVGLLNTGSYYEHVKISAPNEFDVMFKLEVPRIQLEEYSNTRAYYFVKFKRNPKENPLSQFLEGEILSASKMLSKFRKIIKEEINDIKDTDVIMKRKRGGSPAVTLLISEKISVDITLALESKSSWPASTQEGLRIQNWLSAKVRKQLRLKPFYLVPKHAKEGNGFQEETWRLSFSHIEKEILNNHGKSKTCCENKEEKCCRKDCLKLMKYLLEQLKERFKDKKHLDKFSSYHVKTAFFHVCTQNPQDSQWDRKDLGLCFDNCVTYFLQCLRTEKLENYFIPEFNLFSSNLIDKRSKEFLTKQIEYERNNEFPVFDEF
Starred values were filed as active, the others as inactive; & = joins results of further samples. Cut-off read from the data, not from the text of the source, unless noted: active = inhibition above about 40%; inactive = the rest.

Preview, 3 compounds:
Screening CC(C)=CC(=O)N1CCN(CC(OCc2c(F)cccc2F)c2ccc(Cl)cc2)CC1 (stereo unspecified) returned mcGAS lum -6, NPYLR7 agonist -3 and hcGAS lum -4.
For CCOC(=O)c1c(Nc2ncnc3sc(C)c(C)c23)sc(C)c1C the results were NPYLR7 agonist -3 and hcGAS lum -3.
`CCC(C(=O)NCc1cccc(-c2ncc(-c3ccc(F)cc3)[nH]2)c1)c1ccccc1` (stereo unspecified) gave mcGAS lum -5, NPYLR7 agonist 12 and hcGAS lum -3.

The list itself, repeating the preview:
Screening CC(C)=CC(=O)N1CCN(CC(OCc2c(F)cccc2F)c2ccc(Cl)cc2)CC1 (stereo unspecified) returned mcGAS lum -6, NPYLR7 agonist -3 and hcGAS lum -4.
For CCOC(=O)c1c(Nc2ncnc3sc(C)c(C)c23)sc(C)c1C the results were NPYLR7 agonist -3 and hcGAS lum -3.
`CCC(C(=O)NCc1cccc(-c2ncc(-c3ccc(F)cc3)[nH]2)c1)c1ccccc1` (stereo unspecified) gave mcGAS lum -5, NPYLR7 agonist 12 and hcGAS lum -3.
Cn1ccnc1CN(Cc1cc2ccccc2o1)C1CC1 was read as mcGAS lum 3, NPYLR7 agonist -4 and hcGAS lum -2.
`CC(c1ccc(-c2ccc3sc(N)nc3c2)cc1)N1CCOCC1` (stereo unspecified) gave NPYLR7 agonist 0 and hcGAS lum 4.
For CC(C)c1cc(=O)n(CC(=O)N2CCc3ccccc32)cn1 the results were NPYLR7 agonist 3 and hcGAS lum -9.
CCc1n[nH]c(=O)n1Cn1c(CC)n[nH]c1=O was read as NPYLR7 agonist -2 and hcGAS lum -4.
Cc1cc(O)c(CN2CCCCC2)c2c1C(=O)/C(=C/c1ccncc1)O2 was read as mcGAS lum -3, NPYLR7 agonist 15 and hcGAS lum 1.
Cc1ccc2cc(CCNC(=O)c3ccc(C(F)(F)F)cc3)c(=O)[nH]c2c1 was read as mcGAS lum -7, NPYLR7 agonist 1 and hcGAS lum -7.
For CC(C)(CNC(=O)c1cc2cccc(F)c2o1)C1CCCCO1 (stereo unspecified) the results were NPYLR7 agonist -4 and hcGAS lum -6.
CCCCC(=O)Nc1ccc(NC(=O)C(C)(O)c2ccccc2)cc1 (stereo unspecified) was read as mcGAS lum -10 and hcGAS lum -9.
`CC(C)(C)c1cnnn1-c1ccc(N)cc1` gave mcGAS lum -4, NPYLR7 agonist 4 and hcGAS lum -9.
Screening COCc1c(Br)c(C)nc(OCC(=O)N/N=C\c2cc(I)c(Oc3ccc([N+](=O)[O-])cc3[N+](=O)[O-])c(OC)c2)c1C#N returned mcGAS lum -7, NPYLR7 agonist 7 and hcGAS lum -6.
`COc1cc(CNC2C3CC4CC(C3)CC2C4)ccc1OCC(N)=O` (stereo unspecified) gave NPYLR7 agonist 8 and hcGAS lum -2.
Screening CC(=O)c1cc(CN2CCC(n3nccc3NC(=O)Cc3ccccc3)CC2)cs1 returned NPYLR7 agonist 6&0 and hcGAS lum -9&-4.
`COCCCNc1oc(-c2cccc(C)c2)nc1S(=O)(=O)c1ccc(F)cc1` gave NPYLR7 agonist 5 and hcGAS lum 3.
Screening CCOc1ncccc1C(=O)Nc1nc(-c2ccc(C)o2)cs1 returned mcGAS lum -14, NPYLR7 agonist 1 and hcGAS lum -6.
`Cc1cccnc1CN1CCN(Cc2sccc2C)CC1` gave NPYLR7 agonist -3 and hcGAS lum 0.
CCOC(=O)c1c(C)[nH]c(C(=O)COC(=O)C2=NNC(=O)CC2)c1C was read as mcGAS lum -6, NPYLR7 agonist 2 and hcGAS lum -8.
CC(C)c1cc(=O)n(CC(=O)NCCC(c2ccccc2)c2ccccc2)cn1 was read as NPYLR7 agonist 9 and hcGAS lum -9.
O=C(Oc1coc(CSc2ncccn2)cc1=O)c1ccc2ccccc2c1 was read as mcGAS lum 5, NPYLR7 agonist -10 and hcGAS lum -1.
For O=C(Nc1ccc2c(c1)OCCO2)c1ccc(F)cc1Cl the results were mcGAS lum -12, NPYLR7 agonist 10 and hcGAS lum -35.
Screening O=C(CCSCc1cccc(F)c1F)NC(=O)NC1CCCC1 returned mcGAS lum -17, NPYLR7 agonist 14 and hcGAS lum -11.
Cc1c(C(=O)Nc2nccs2)sc2nc(-c3ccccc3)cn12 was read as mcGAS lum -7, NPYLR7 agonist 5 and hcGAS lum 0.
`CCC(C)NC(=O)CCC(=O)N1CCc2c(c(C(=O)N3CCOCC3)nn2C)C1` (stereo unspecified) gave mcGAS lum -6 and hcGAS lum -7.
For Cn1cnc2cc(-c3nc(C4(c5ccc(F)cc5)CCOC4)no3)cnc21 (stereo unspecified) the results were mcGAS lum -19, NPYLR7 agonist 1 and hcGAS lum -2.
Cc1c(Cl)c(C(=O)N2CCCC3(CC2)CN(C)C(=O)O3)nn1C (stereo unspecified) was read as NPYLR7 agonist -5 and hcGAS lum -4.
NC(=O)CSc1ncc(CO)n1Cc1ccc(Cl)cc1 was read as mcGAS lum -8, NPYLR7 agonist 3 and hcGAS lum -7.
For COc1nc(OCC#N)nc(N2CCCCC2)n1 the results were NPYLR7 agonist 1 and hcGAS lum 3.
`CCc1nc(-c2ccccc2)nc(N2CCN(C(=O)C3CC3)CC2)c1Cc1cccc(Cl)c1` gave mcGAS lum -7, NPYLR7 agonist 19 and hcGAS lum -2.
Screening COCCCNC(=O)C(NC(=O)c1cccs1)C1CCN(C(=O)NC(C)C)CC1 (stereo unspecified) returned mcGAS lum -3, NPYLR7 agonist -1 and hcGAS lum -1.
COc1ccc(-c2ccnc(-n3ncc(C(=O)N4CCCCCC4)c3C)n2)cc1F was read as mcGAS lum -9, NPYLR7 agonist 28 and hcGAS lum -5.
Screening COc1cccc(C2=N/C(=C\C(C)=C\c3ccccc3)C(=O)O2)c1 returned NPYLR7 agonist -1 and hcGAS lum 0.
Screening COc1ccc(OCCSC2=NC3CCCCC3N2)cc1 (stereo unspecified) returned NPYLR7 agonist -2 and hcGAS lum -5.
For CCC(C)N(Cc1ccc(OS(=O)(=O)CC)cc1)C(=O)Nc1ccc(F)cc1F (stereo unspecified) the results were mcGAS lum -6, NPYLR7 agonist 5 and hcGAS lum -7.
CN(Cc1n[nH]c2c1CCC2)C(=O)c1cc(COc2cccc(F)c2)[nH]n1 was read as NPYLR7 agonist 6 and hcGAS lum -5.
CC(C)(C)CC(=O)Nc1nc2ccccc2s1 was read as mcGAS lum -5, NPYLR7 agonist 5 and hcGAS lum -1.
For OC1(Cn2ccnc2)CCN(c2nccc(CCC(F)(F)F)n2)CC1 the results were NPYLR7 agonist 5 and hcGAS lum -4.
`CC1C[N+](=C2C=C(N3CCOCC3)CC(C)(C)C2)CC(C)O1` (stereo unspecified) gave NPYLR7 agonist -10 and hcGAS lum -1.
OC(CC1c2ccccc2-c2cncn21)C1CCCCC1 (stereo unspecified) was read as mcGAS lum -11, NPYLR7 agonist 7 and hcGAS lum -7.
For COC(=O)C(=O)N1CCC(c2nc(-c3ccc4c(c3)OCO4)no2)CC1 the results were mcGAS lum -7, NPYLR7 agonist -4 and hcGAS lum -4.
Screening CC1(Cc2ccc(F)c(Cl)c2)C(=O)Nc2c(Cl)ccc(Cl)c21 (stereo unspecified) returned NPYLR7 agonist 3 and hcGAS lum -5.
For COc1cc(NC(=O)CCC2CCCN(C(=O)Cn3cccn3)C2)cc(OC)c1 (stereo unspecified) the results were NPYLR7 agonist 3 and hcGAS lum -7.
`Cc1ccc(C)c(S(=O)(=O)NC(C)C(=O)Nc2ccc(-c3nc4ccccc4s3)cc2)c1` (stereo unspecified) gave mcGAS lum -3, NPYLR7 agonist -1 and hcGAS lum -2.
`COc1ccc(C(=O)Nc2ccc(-n3nc(OC(C)C)nc3-c3cccc(F)c3)cc2)cc1` gave mcGAS lum -2, NPYLR7 agonist -2 and hcGAS lum -3.
Screening Cc1ccc(CNC(=O)c2ccc(Br)o2)cc1F returned NPYLR7 agonist 3 and hcGAS lum -17.
`CC12CC(NC(=O)N1c1cc(F)ccc1F)c1cc(Br)ccc1O2` (stereo unspecified) gave mcGAS lum -7, NPYLR7 agonist -2 and hcGAS lum -10.
For O=c1c2cnc(N3CCOCC3)nc2ccn1-c1ccc(Br)cc1 the results were NPYLR7 agonist 0 and hcGAS lum 6.
Screening CCCN(C(=O)C=C1CCC(C)CC1)C1CCS(=O)(=O)C1 (stereo unspecified) returned NPYLR7 agonist 5 and hcGAS lum -8.
`O=C(NC(c1ccc2ccccc2n1)c1cccs1)C1CCN(CCCN2C(=O)C3CCCCC3C2=O)CC1` (stereo unspecified) gave mcGAS lum -1, NPYLR7 agonist 1 and hcGAS lum -2.
For O=C(O)c1coc(CN(Cc2ccc3c(c2)OCO3)C2CC2)n1 the results were mcGAS lum -5, NPYLR7 agonist 8 and hcGAS lum -4.
CN1N=C(C(=O)Nc2ccc3c4c(cccc24)CC3)CCC1=O was read as NPYLR7 agonist 0 and hcGAS lum -4.
CCOC(=O)C1CCN(C(=O)c2nn(-c3cccc(C)c3)c(=O)n(Cc3cccc(C(F)(F)F)c3)c2=O)CC1 was read as mcGAS lum -3, NPYLR7 agonist 8 and hcGAS lum -1.
Cn1ccc2c(-c3cc4c(cc3C(N)=O)OCO4)ccnc21 was read as NPYLR7 agonist 10 and hcGAS lum -5.
Screening CCOc1ccc(OCC(=O)N2CCN(c3ncnc4c3nnn4Cc3ccccc3)CC2)cc1 returned mcGAS lum -7, NPYLR7 agonist 0 and hcGAS lum -4.
O=C(NCC1(N2CCOCC2)CCCC1)c1coc(Cn2cnc3ccccc32)n1 was read as NPYLR7 agonist 6 and hcGAS lum -13.
O=C(c1ccc2c(c1)OCO2)N1CCC2(CC1)SCCN2C(=O)c1ccc(C(F)(F)F)cc1 was read as mcGAS lum -4, NPYLR7 agonist 19 and hcGAS lum 3.
N#Cc1c(N)n(Cc2ccccc2)c2nc3ccccc3nc12 was read as mcGAS lum -4, NPYLR7 agonist 20 and hcGAS lum -8.
Screening Cc1cccc(-n2c(SCc3ccc(F)c(F)c3)nnc2-c2ccc(F)cc2)c1 returned mcGAS lum -4 and hcGAS lum -6.
Cc1ccc(-c2nnc(CN3CCCCC3c3ccccn3)o2)n1C (stereo unspecified) was read as mcGAS lum -13, NPYLR7 agonist 0 and hcGAS lum -2.
`CCOCCOC(=O)C1=C(C)NC2=C(C(=O)CC(c3ccc(Cl)cc3)C2)C1c1cccc(OC)c1` (stereo unspecified) gave mcGAS lum -6, NPYLR7 agonist -11 and hcGAS lum -5.
Screening O=C1C2C3C=CC(O3)C2C(=O)N1c1ccc2c(c1)OCO2 (stereo unspecified) returned mcGAS lum -4, NPYLR7 agonist 6 and hcGAS lum 0.
For CC1CCc2c(sc3ncnc(N(C)Cc4nc5ccccc5c(=O)[nH]4)c23)C1 (stereo unspecified) the results were NPYLR7 agonist 5 and hcGAS lum 6.
`CCCc1c(C)nn(-c2ccc(C(=O)NCCc3ccccn3)cc2)c1C` gave mcGAS lum -4, NPYLR7 agonist -8 and hcGAS lum -3.
Screening CCCCNC(=O)CSc1nc(-c2ccc(OC)c(OC)c2)cc(C(F)(F)F)n1 returned NPYLR7 agonist -8 and hcGAS lum 1.
`O=C1C2C3C=CC(C3)C2C(=O)N1c1ccc2ccccc2n1` (stereo unspecified) gave mcGAS lum -4, NPYLR7 agonist 11 and hcGAS lum -6.
`CCCCN(C(C)=O)c1c(CC)nc2ccc(C(=O)NCCCN(C)C)cn12` gave mcGAS lum -4, NPYLR7 agonist -2 and hcGAS lum -11.
`Cc1cccc2c1NC1(CCN(C(=O)c3ccc(C(C)(C)C)cc3)CC1)NC2=O` gave mcGAS lum -6, NPYLR7 agonist 19 and hcGAS lum -3.
O[C@H]1CN(c2nc(-c3ccccc3)no2)C[C@@H]1N1CCOCC1 was read as NPYLR7 agonist 7 and hcGAS lum -3.
`COCCN1C(=O)N(CC(C)C)C(=O)C12CCN(Cc1ccncc1)CC2` gave mcGAS lum -16, NPYLR7 agonist 11 and hcGAS lum -6.
Cc1c(NC(=O)c2sc3ccccc3c2Cl)c(=O)n(-c2ccccc2)n1C was read as mcGAS lum -7, NPYLR7 agonist 16 and hcGAS lum -9.
Nc1ccnn1Cc1cccc(Br)c1 was read as mcGAS lum -11, NPYLR7 agonist -2 and hcGAS lum -5.

Two records drawn at random from the list so far, as already listed:
`COCCN1C(=O)N(CC(C)C)C(=O)C12CCN(Cc1ccncc1)CC2` gave mcGAS lum -16, NPYLR7 agonist 11 and hcGAS lum -6.
Cc1c(NC(=O)c2sc3ccccc3c2Cl)c(=O)n(-c2ccccc2)n1C was read as mcGAS lum -7, NPYLR7 agonist 16 and hcGAS lum -9.

An excerpt from further up, as a working copy:
`CCOCCOC(=O)C1=C(C)NC2=C(C(=O)CC(c3ccc(Cl)cc3)C2)C1c1cccc(OC)c1` (stereo unspecified) gave mcGAS lum -6, NPYLR7 agonist -11 and hcGAS lum -5.
Screening O=C1C2C3C=CC(O3)C2C(=O)N1c1ccc2c(c1)OCO2 (stereo unspecified) returned mcGAS lum -4, NPYLR7 agonist 6 and hcGAS lum 0.
For CC1CCc2c(sc3ncnc(N(C)Cc4nc5ccccc5c(=O)[nH]4)c23)C1 (stereo unspecified) the results were NPYLR7 agonist 5 and hcGAS lum 6.

(list continues)
Screening CCc1c(C)nc2c(-c3ccccc3)c(C)nn2c1Nc1ccc(NC(C)=O)cc1 returned mcGAS lum -7, NPYLR7 agonist 2 and hcGAS lum -7.
For O=C1NC2(CCN(Cc3ccccc3C(F)(F)F)CC2)Nc2cccc(Cl)c21 the results were mcGAS lum -2, NPYLR7 agonist 2 and hcGAS lum 1.
O=C(CN1CCC(N2CCCC2)C1)N1N=C(c2cccs2)CC1c1ccco1 (stereo unspecified) was read as NPYLR7 agonist 15 and hcGAS lum -10.
CCOc1ccc2nc(N3CCC(C(=O)NCc4ccccc4OC)CC3)nc(C)c2c1 was read as mcGAS lum -12, NPYLR7 agonist 28 and hcGAS lum -8.

An unsorted share of the library; about 0.27% have a hit in one of these screens.
